XIAP antagonists: small molecules displacing peptide from XIAP – biochemical, IAP family, fluorescence polarization (AID 1018); XIAP BIR domain, fluorescence polarization peptide displacement; higher % means a stronger effect; displacement, % at 20 µM, or IC50 in µM where a hit was titrated; hit rate 0.007% among 200,000; in the data active = displacement above about 50%; also: a part of the inactive calls stands beside numbers as strong as those of hits
NS5 inhibitors: flavivirus cap methylation enzyme inhibition – biochemical, confirmation dose response, primary screen (AID 588689). one-dose inhibition, % at 25 µM; IC50 in µM for titrated hits. Dengue-2 NS5 methyltransferase capping enzyme assay, biochemical; higher % means a stronger effect. hit rate 0.3% among 340,000; in the data active = a potency from the dose series; inconclusive = inhibition above about 29% without an active follow-up result
West Nile antiviral: inhibition of WNV-induced cytopathic effect – cell-based, CPE readout (AID 1621); CPE inhibition, % at 10 µM, or IC50 in µM where a hit was titrated; hit rate 0.02% among 290,000; West Nile virus-infected cells, CPE inhibition; higher % means a stronger effect; in the data active = a potency from the dose series; inconclusive = CPE inhibition mostly from about 3.7% at the one dose, without a potency; inactive = the rest, 99 in 100 with CPE inhibition below about 2.2%; also: strong numbers were not always called active
RSV antiviral HEp-2: inhibition of RSV-induced cytopathic effect – HEp-2 cells, primary 10 µM value included (AID 2391). one-dose CPE inhibition, % at 10 µM; IC50 in µM for titrated hits. HEp-2 cells, RSV-induced CPE inhibition; higher % means a stronger effect. hit rate 0.13% among 310,000; in the data active = a potency from the dose series; inconclusive = CPE inhibition mostly from about 23% at the one dose, without a potency; inactive = the rest, 99 in 100 with CPE inhibition below about 21%; also: strong numbers were not always called active
Large T inhibition: SV40 large T antigen inhibitors, biochemical (AID 1903). SV40 large T antigen ATPase/helicase inhibition assay; higher % means a stronger effect. one-dose inhibition, % at 20 µM; IC50 in µM for titrated hits. hit rate 0.39% among 310,000; in the data active = a potency from the dose series; inconclusive = inhibition mostly from about 32% at the one dose, without a potency; inactive = the rest, 99 in 100 with inhibition below about 32%; also: strong numbers were not always called active
UTI89 phage lysis: protection from phage-mediated lysis, alamar blue read-out – E. coli UTI89, K1F phage, bacterial capsule biogenesis inhibitors (AID 488966) | inhibition, % at 100 µM, or IC50 in µM where a hit was titrated | E. coli UTI89 K1F phage lysis, alamar blue, 2 h; higher % means a stronger effect | hit rate 0.02% among 340,000;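 active = phage lysis inhibition, versus mean bacterial control, above a set limit; inconclusive = no clear call, values can overlap the other calls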;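 also: capsule biogenesis inhibitors block K1F phage lysis so surviving cells raise fluorescence; higher fluorescence means more inhibition of phage lysis; actives were called in the ten point dose series up to 300 µM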
Yfh1-off respiration: mitochondrial function rescue without frataxin homolog – Friedreich's ataxia, plus single-dose screen, dose response (AID 1465); hit rate 0.074% among 220,000; S. cerevisiae Yfh1-off respiration, WST-1 reduction, 72 h; higher fold induction means a stronger effect; one-dose fold induction at 50 µM; EC50 in µM for titrated hits;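 active = fold induction of absorbance versus untreated yeast above a set limit, then at least 30% activation at any dose in follow-up; inconclusive = repeats straddling the limit, or above it without dose testing; inactive = fold induction below the set limit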;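 also: activators that raise dye reduction in frataxin-depleted yeast; strong numbers were not always called active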
WT yeast gro inh: growth inhibition of WT yeast, mitochondrial fusion screen | mitochondrial fusion phenotypic screen, WT strain | inhibition, % at 10 µM | hit rate 2.1% among 190,000; in the data active = inhibition above about 58%; tested in S. cerevisiae
CSM14.1 death rescue: protection against thapsigargin-triggered cell killing – 384-well, CSM14.1, ATP luminescence, primary screen (AID 1222). 190,000 tested, under 10 active. CSM14.1 thapsigargin-induced death rescue, ATP luminescence; higher % means a stronger effect. one-dose cellular ATP content (survival), % at 20 µM; EC50 in µM for titrated hits;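 active = EC50 below 50 µM in the dose-response confirmation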;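 also: death triggered by thapsigargin at about 15 µM added after 2 h compound pretreatment; cell ATP read after overnight thapsigargin exposure of roughly 18 to 22 hours; normalized against plate controls of thapsigargin alone and 5% DMSO vehicle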
WT yeast gro inh mutant strain: further read-out of WT yeast gro inh, marked with its call; inhibition, %; mitochondrial fusion phenotypic screen, mutant strain inhibition
Numbers without * were called inactive; i = inactive; ? = inconclusive; · = not tested or not shown; [ ] = dose if it differs, or a comment.

SMILES	XIAP antagonists	NS5 inhibitors	West Nile antiviral	RSV antiviral HEp-2	Large T inhibition	UTI89 phage lysis	Yfh1-off respiration	WT yeast gro inh	WT yeast gro inh mutant strain	CSM14.1 death rescue
CC(C)CCn1cnc2c(oc3nc4c(cc32)CCCC4)c1=O	·	0%	-0.5%	1.2%	12%	-0.1%	i	·	·	·
C/C(=N\Nc1ccc(Cl)c(C(=O)O)c1)c1cccc2ccccc12	·	3%	-0.1%	1.1%	10%	-0.6%	·	·	·	·
CNC(=O)C1CC(=O)N(CCc2ccc(C)cc2)C1 (stereo unspecified)	·	-3%	-0.1%	0.5%	15%	0.0%	·	·	·	·
COc1cc(C=O)ccc1OCCSc1ccc(C)cc1	-3.3%	0%	-0.1%	1.4%	9%	0.7%	i	-26	0	-0.5%
O=C(C(c1ccccc1)c1ccccc1)N1CCCc2ccccc21	-5.7%	-4%	-0.6%	?	13%	0.3%	i	29	29	-1.5%
Cc1ccc(Cc2c(C)nc3nc(SCC(=O)NCCCN4CCOCC4)nn3c2C)cc1	-4.8%	-7%	0.1%	2.1%	14%	0.2%	i	-12	1	-0.5%
CCOc1ccc(C(C(=O)NCC2CCCO2)N(C(=O)c2snc(C(N)=O)c2N)c2ccc3c(c2)OCCO3)cc1 (stereo unspecified)	·	-5%	-0.2%	1.3%	8%	0.5%	·	·	·	·
CC(C)C1Oc2ccccc2C(=O)N(CC(=O)c2ccc3c(c2)OCCO3)C1=O (stereo unspecified)	·	4%	0.3%	1.4%	3%	0.1%	·	·	·	·
COc1cc2c(cc1OC)C(c1ccccc1)N(C(=O)c1ccccc1F)CC2 (stereo unspecified)	·	-4%	-0.3%	3.5%	21%	-0.3%	·	·	·	·
CN(C(=O)COC(=O)/C=C/c1cccs1)c1c(N)n(Cc2ccccc2)c(=O)[nH]c1=O	·	-7%	·	-0.7%	10%	0.1%[50 µM]	·	·	·	·
COc1ccc(CCNS(=O)(=O)c2cc3c(cc2C)NC(=O)CO3)cc1OC	·	3%	-0.2%	2.9%	2%	14%	·	·	·	·
CCOC(=O)CNC(=O)c1ccc(C)cc1	-13%	0%	0.2%	0.8%	7%	5.7%	i	15	22	0.8%
O=C1CCCN1CCC1CCCCN1Cc1nc(COc2ccccc2)no1 (stereo unspecified)	-6.2%	-3%	-0.3%	-0.2%	4%	0.1%	i	12	13	1.2%
CC1(C)Cc2noc(N)c2C(C)(C)N1OC(=O)c1cccs1	-1.8%	-7%	0.2%	0.6%	0%	2.3%	i	0	8	-2.1%
CC1(c2ccc(Cl)cc2Cl)NC(=O)N(CC(=O)Nc2cccnc2Cl)C1=O (stereo unspecified)	·	6%	·	1.1%	13%	1.1%[50 µM]	·	·	·	·

Whole records, quoted from the list. Order of values: XIAP antagonists | NS5 inhibitors | West Nile antiviral | RSV antiviral HEp-2 | Large T inhibition | UTI89 phage lysis | Yfh1-off respiration | WT yeast gro inh | WT yeast gro inh mutant strain | CSM14.1 death rescue
C/C(=N\Nc1ccc(Cl)c(C(=O)O)c1)c1cccc2ccccc12 across the screens: · | 3% | -0.1% | 1.1% | 10% | -0.6% | · | · | · | ·
CC(C)CCn1cnc2c(oc3nc4c(cc32)CCCC4)c1=O across the screens: · | 0% | -0.5% | 1.2% | 12% | -0.1% | i | · | · | ·
CC(C)C1Oc2ccccc2C(=O)N(CC(=O)c2ccc3c(c2)OCCO3)C1=O (stereo unspecified) across the screens: · | 4% | 0.3% | 1.4% | 3% | 0.1% | · | · | · | ·

The listing continues.
SMILES	XIAP antagonists	NS5 inhibitors	West Nile antiviral	RSV antiviral HEp-2	Large T inhibition	UTI89 phage lysis	Yfh1-off respiration	WT yeast gro inh	WT yeast gro inh mutant strain	CSM14.1 death rescue
COc1ccc(CCNC(=O)C2CC(c3c(Cl)cccc3Cl)=NO2)cc1 (stereo unspecified)	-2.3%	-2%	-0.5%	4.2%	9%	0.6%	i	1	-11	-0.3%
CCCCNC(=O)CNC(=O)c1nn(-c2ccc(OC)cc2)c(=O)c2ccccc12	·	-5%	-0.6%	1.6%	9%	0.4%	·	·	·	·
CCC(=O)NC(=S)Nc1ccc(NC(=O)COc2ccc(Cl)c(C)c2)cc1	0.7%	-1%	-0.4%	39µM*	-3%	1.5%	i	10	-10	1.6%
C=CCNC(=O)c1ccc(-c2nc3ccccc3nc2-c2ccccc2)cc1	·	-4%	·	4.3%	13%	2.0%	·	·	·	·
CC1CCN(S(=O)(=O)c2ccc(C(C)C)cc2)CC1	-2.5%	-1%	-1.2%	2.3%	3%	-2.6%	i	14	-5	3.2%
Cc1cccc(C(C)(C)C)c1OCCCCN1CCCC1	-0.1%	3%	-0.4%	-0.8%	4%	7.8%	i	53	53	-2.9%
CCOC(=O)CNc1c(-c2ccc(O)cc2)nc2ccc(Cl)cn12	-7.5%	5%	2.0%	-0.1%	16µM*	3.1%	i	-5	-1	-2.3%
COc1ccc2cc(C(=O)N(C)Cc3ccccc3)[nH]c2c1	·	0%	-0.3%	1.7%	10%	0.3%	·	·	·	·
O=C(CCc1nnc(-c2ccc3c(c2)OCO3)o1)N1CCC(c2ccc(F)cc2)C1 (stereo unspecified)	-2.5%	-7%	-1.0%	18%	27%	0.1%	i	-11	1	5.5%
CCn1c(NCCO)nc2c(c1=O)C(C)(CC)Cc1ccccc1-2 (stereo unspecified)	·	-5%	-0.2%	8.3%	5%	-0.8%	i	·	·	·
C[C@H]1CN=C(Nc2ccccc2)N1CC1CCCCC1	·	-10%	-0.7%	0.1%	18%	0.9%	·	·	·	·
COc1ccccc1NS(=O)(=O)c1cccc(C(=O)N/N=C/c2ccc(C)o2)c1	-3.3%	-7%	-0.1%	-1.3%	16%	-0.4%	i	6	4	-2.0%
COc1cc(NC(=O)c2cc([N+](=O)[O-])ccc2NC(=O)CNC2CCCCC2)cc(OC)c1	·	-13%	-0.8%	1.5%	5%	0.0%	·	·	·	·
CCOC(=O)CNC(=O)CSc1nnc(SCC(=O)NCC(=O)OCC)s1	-0.9%	-3%	0.1%	0.6%	23%	0.7%	i	-14	-4	-0.9%
COc1ccccc1NC(=O)Nc1ccncc1	-2.6%	-4%	-0.5%	3.8%	8%	-1.4%	i	11	9	0.8%
Cc1onc(-c2c(F)cccc2Cl)c1C(=O)Nc1nc2c(s1)CCCC2	-11%	-3%	-1.0%	1.8%	1%	15%	i	0	5	0.8%
CS(=O)(=O)N1CCc2cc(C(=O)Nc3ccccc3Cl)ccc21	·	·	-2.2%	0.2%	12%	0.2%	·	·	·	·
Cc1cc(N2CCCC2=O)ccc1S(=O)(=O)Nc1c(C)nn(C)c1C	-2.2%	-3%	-1.7%	-0.8%	22%	0.3%	i	-21	-21	-0.1%
CCCCNC(=O)c1onc(CSc2ccc(Cl)cc2)c1C(=O)NCCCC	·	-2%	-1.2%	1.3%	7%	7.6%	i	·	·	·
Cc1cccc([C@@H]2C[C@H]3CN(Cc4cccc(Cl)c4)C(=O)[C@]34CCCN24)n1	-3.8%	-7%	-0.5%	2.4%	6%	0.1%	i	10	9	0.5%
O=C(COC(=O)c1cc([N+](=O)[O-])ccc1N1CCOCC1)Nc1ccccc1OC(F)F	·	-1%	·	-0.9%	23%	0.2%[50 µM]	·	·	·	·
CCS(=O)(=O)c1ccc(O)c(NC(=O)COc2ccc(C)cc2)c1	-2.2%	-5%	2.8%	2.3%	12%	3.5%	i	-6	1	2.1%
CN(C)c1ccc(NC(=O)Nc2ccc3snnc3c2)cc1	-6.5%	-7%	0.5%	0.0%	?	1.3%	i	4	-3	-1.6%
CCc1nnc(SCC(=O)Nc2nc(C)c(C(=O)N(C)C)s2)n1CC	·	2%	0.0%	1.3%	23%	0.0%	·	·	·	·
Cc1ccc(C(=O)N2CCN(C(=O)N3CCOCC3)CC2)cc1	-2.2%	-3%	-0.2%	0.9%	2%	2.2%	i	-4	-7	-2.0%
COCc1ccc(C(=O)NC2CC(C)(C)Cc3c2cnn3-c2ccc(C)cc2)o1 (stereo unspecified)	·	-2%	-0.7%	-0.2%	0%	-0.1%	·	·	·	·
CCC(=O)N(c1ccc(F)cc1)C1C=CS(=O)(=O)C1 (stereo unspecified)	-4.2%	-1%	0.0%	-0.5%	19%	0.6%	i	-1	18	-0.9%
COc1ccc(S(=O)(=O)Nc2ccc3c(c2)N(C(C)=O)CCC3)cc1OC	·	-4%	·	-0.3%	7%	-1.2%	·	·	·	·
O=C(NC12CC3CC(CC(C3)C1)C2)C1CC(=O)N(c2ccccc2)C1 (stereo unspecified)	-6.6%	4%	-0.1%	-0.6%	-1%	0.2%	i	-9	6	-1.2%
Cc1cc(NC(=O)CS(=O)(=O)Cc2ccccc2)no1	-3.6%	·	1.1%	2.2%	13%	2.7%	i	-13	3	-0.9%
Cc1cc(NS(=O)(=O)c2ccc(NC(=O)/C=C/c3ccccc3)cc2)no1	·	-5%	-0.8%	0.8%	21%	0.0%	·	·	·	·
O=C(NCCCN1CCOCC1)c1cc(-c2ccc(Cl)s2)nc2ccccc12	·	0%	·	-3.0%	18%	0.9%[50 µM]	·	·	·	·
Cc1cc(=O)oc2cc(OCC(=O)NC3CC(C)(C)NC(C)(C)C3)c(Cl)cc12	·	-3%	-0.5%	-2.8%	7%	0.0%	·	·	·	·
COc1cccc(C(=O)NC(C)c2ccc(-c3ccccc3)cc2)c1OC (stereo unspecified)	·	1%	-0.2%	10%	1%	1.3%	·	·	·	·
O=C1c2cccnc2C(=O)N1Cc1ccc(S(=O)(=O)N2CCN(c3ccc(Cl)cc3)CC2)cc1	·	-2%	1.6%	1.0%	-7%	0.3%	·	·	·	·
COCc1cc(=O)[nH]c(=S)[nH]1	-2.9%	6%	0.4%	1.7%	5%	0.3%	i	-9	-3	-2.7%
Cc1cccc(Cl)c1NC(=O)N1CCCN(c2nc3ccc(Cl)cc3s2)CC1	·	-9%	-1.6%	4.6%	5%	-1.2%	i	·	·	·
Cc1ccc(N(CC(=O)NCC2CCCO2)C(=O)CCC(=O)Nc2ccccn2)cc1C (stereo unspecified)	-0.7%	-4%	0.9%	1.0%	2%	1.4%	i	-2	1	-1.4%
COc1ccc(NC(=O)C(=O)N/N=C/c2cccnc2)cc1	·	-7%	0.3%	-0.6%	12%	0.5%	i	·	·	·
CCOc1ccccc1N1C(=O)CC(Sc2ncccc2C(=O)O)C1=O (stereo unspecified)	-4.5%	-5%	0.0%	-0.1%	7%	5.2%	i	9	-7	-3.4%
COCCCNC(=O)c1ccc(CS(=O)(=O)c2ccccc2OC)o1	·	-6%	-0.5%	1.1%	9%	0.2%	·	·	·	·
CCN(CC)C(=O)c1cccc(NC(=O)CC23CC4CC(CC(C4)C2)C3)c1	·	-1%	-0.8%	?	8%	0.0%	·	·	·	·
c1ccc(SCc2nc(-c3ccncc3)n[nH]2)nc1	-11%	0%	0.0%	4.3%	26%	-1.9%	i	-4	11	-0.7%
CCOC(=O)N1CCN(C(=O)CSc2ccc3nnc(-c4cccnc4)n3n2)CC1	-9.8%	-8%	0.2%	-2.2%	-2%	0.4%	i	3	4	0.0%

Screening data from PubChem.
